# S1P4 antag = blocks the human S1P4 receptor; S1P4-expressing cells, antagonist mode, reporter read-out; inhibition, % at 4.98 µM; 220,000 tested, 0.26% active; AID 1510; in the data active = inhibition above about 29%;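 also: 0% = wells stimulated with agonist and 100% = vehicle wells without agonist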
# Ba/F3 V617F tox = loss of viability in JAK2V617F-driven Ba/F3 cells; Ba/F3 EpoR-JAK2V617F viability, ATP luminescence; inhibition, % at 5.6 µM; 220,000 tested, 1.1% active; AID 1446;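 active = inhibition above the campaign mean plus 3 SD over all tested compounds, cut at about 24% in these data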;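 also: cytokine-independent growth of Ba/F3 cells driven by EpoR plus mutant JAK2; 0% = DMSO-treated cells and 100% = JAK inhibitor I control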
# MDM2 E3 inh = inhibitors of human Mdm2 E3 ubiquitin ligase; Q00987; cell-based MDM2 ubiquitination luciferase reporter, 2 h; 0 = plate control, 100 = twice control, blank-subtracted; signal enhancement, % at 5 µM; 210,000 tested, 0.11% active;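 active = signal enhancement of 30% or more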;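 also: luminescence tracks abundance of the self-degrading MDM2-luciferase fusion protein; higher signal means inhibition of MDM2 E3 ligase activity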
#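 Timing – 2 h compound exposure at 37 °C · Assay system – mammalian cells stably expressing self-ubiquitinating, self-degrading MDM2 E3–luciferase fusion · Amount – 2000 cells seeded into each well · Measure – % luminescence enhancement versus blank-corrected plate control mean · Measured by – SteadyLite luminescence, 15 min reagent step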
# Wee1 stabilizer = blocks degradation of human Wee1 kinase; P30291; HeLa Luc-Wee1K328M stability, luciferase luminescence; 100% = proteasome inhibitor MG132 effect; reporter increase, % at 5 µM; 220,000 tested, 1.2% active;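 active = activation above the mean of all tested compounds plus 3 SD, set per screening run, cut at about 8.8% in these data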;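 also: cells exposed to compound for 20 h before luminescence read; 0% = DMSO alone and 100% = MG132 at 30 µM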
# Target sequence (P30291 whole entry K328M): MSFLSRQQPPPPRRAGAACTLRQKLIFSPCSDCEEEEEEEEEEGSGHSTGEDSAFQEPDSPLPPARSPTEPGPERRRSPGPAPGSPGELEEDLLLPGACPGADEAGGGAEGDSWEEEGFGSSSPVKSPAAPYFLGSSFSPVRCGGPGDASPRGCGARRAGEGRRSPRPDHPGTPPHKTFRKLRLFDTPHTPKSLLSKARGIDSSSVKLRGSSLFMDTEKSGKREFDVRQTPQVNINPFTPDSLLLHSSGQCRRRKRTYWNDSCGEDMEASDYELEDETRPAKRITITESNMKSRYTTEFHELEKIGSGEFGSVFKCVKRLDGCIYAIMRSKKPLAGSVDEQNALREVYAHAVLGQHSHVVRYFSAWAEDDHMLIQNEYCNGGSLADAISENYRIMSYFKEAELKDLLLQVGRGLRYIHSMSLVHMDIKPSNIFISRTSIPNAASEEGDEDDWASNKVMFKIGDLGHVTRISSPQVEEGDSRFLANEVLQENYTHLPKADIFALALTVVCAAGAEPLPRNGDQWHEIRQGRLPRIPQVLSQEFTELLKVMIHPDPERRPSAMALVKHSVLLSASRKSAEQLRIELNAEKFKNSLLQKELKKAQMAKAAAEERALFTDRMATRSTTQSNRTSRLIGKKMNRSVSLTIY
# PERK inhibitor = blocks human PERK kinase | Q9NZJ5 | CHO PERK-DD fusion, SEAP luminescence translation reporter | inhibition, % at 5.6 µM | 220,000 tested, 0.17% active | AID 1416;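 active = inhibition above the mean inhibition of all tested compounds plus 3 SD, set separately per screening campaign, cut at about 2.9% in these data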;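 also: PERK kinase domain activated by AP20187 dimerizer at 100 nM; 0% = DMSO with dimerizer and 100% = rapamycin at 8.4 µM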
# S1P4 agonist = agonists of human S1P4 receptor; activation, % at 4.98 µM; O95977; 220,000 tested, 0.35% active; S1P4-expressing cell line, agonist reporter assay; in the data active = activation above about 11%;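 also: 0% = DMSO vehicle and 100% = reference agonist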
# BaF3 parental = reduces parental Ba/F3 cell viability, JAK2V617F counter-screen | CellTiter-Glo ATP luminescence | 220,000 tested, 1.1% active | AID 1486 | inhibition, % at 5.6 µM;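 active = inhibition above a per-campaign cutoff, the mean inhibition of all tested compounds plus 3 SD, cut at about 27% in these data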;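 also: 0% = DMSO wells and 100% = JAK Inhibitor I control wells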
# eIF4E-4G inh = blocks eIF4E binding to eIF4G; TR-FRET eIF4E-eIF4GI(517-606) binding, 2 h; 220,000 tested, 0.37% active; inhibition, % at 21.7 µM; P63073+Q04637;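 active = inhibition above about 30%, limit read from the data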;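 also: 0% = full FRET control wells and 100% = background wells lacking eIF4GI fragment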
# NPY-Y2 PAM-ag = human NPY-Y2 potentiation or agonism, primary screen | 220,000 tested, 0.45% active | P49146 | cells expressing NPY-Y2, potentiator/agonist read-out | activation, % at 3.6 µM; in the data active = activation above about 27%;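 also: cells stimulated with NPY near EC25 plus isoproterenol at EC100; 0% = vehicle plus submaximal agonist and 100% = vehicle plus saturating agonist; some results beyond the cut were filed as inactive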
# Target sequence (P49146 whole entry, looked up): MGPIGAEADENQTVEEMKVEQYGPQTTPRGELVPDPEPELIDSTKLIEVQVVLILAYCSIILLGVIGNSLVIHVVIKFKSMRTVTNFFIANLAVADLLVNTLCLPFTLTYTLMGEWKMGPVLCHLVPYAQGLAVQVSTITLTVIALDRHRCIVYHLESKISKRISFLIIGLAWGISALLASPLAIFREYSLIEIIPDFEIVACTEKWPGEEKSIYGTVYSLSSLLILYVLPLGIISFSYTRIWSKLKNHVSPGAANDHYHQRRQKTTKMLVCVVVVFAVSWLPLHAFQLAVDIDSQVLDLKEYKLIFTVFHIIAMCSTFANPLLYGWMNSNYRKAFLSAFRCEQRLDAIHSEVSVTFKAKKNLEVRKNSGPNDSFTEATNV
# * hit, by the source's call; . = not tested or not shown; [ ] = remark or other dose.
SMILES,S1P4 antag,Ba/F3 V617F tox,MDM2 E3 inh,Wee1 stabilizer,PERK inhibitor,S1P4 agonist,BaF3 parental,eIF4E-4G inh,NPY-Y2 PAM-ag
CCCCC(=O)NC(Nc1cc(C)ccn1)(C(=O)OCC)C(F)(F)F (centres undefined),-9.0,6.0,-8.6,-0.7,0.4,0.6,9.2,5.5,8.4
CSCCC(NC(N)=O)C(=O)NCc1ccc(Cl)cc1 (centres undefined),8.1,-2.6,-18.0,-1.4,0.7,-3.2,3.0,-5.3[fluorescence artefact?],0.2
Cc1cc(C)cc(NC(=O)/C(C#N)=C/c2cn(CC(=O)NCc3ccco3)c3ccccc23)c1,-4.0,0.6,-3.7,-0.1,1.3,7.8,7.2,3.1,8.7
CCN(c1ccc(OC)cc1)S(=O)(=O)c1ccc2c(c1)CCN2C(=O)CCC(=O)O,-30.4,-2.6,-4.3,1.2,0.3,0.9,0.4,12.0,1.6
NC(=O)CCn1c2ccccc2c2ccccc21,-8.6,-3.1,-17.6,3.8,1.3,-1.9,-1.8,12.3,-3.2
CCOC(=O)Cn1cc(/C=C(/C#N)C(=O)NC(C)C)c2ccccc21,7.8,-2.0,0.3,-5.7,-0.4,-1.2,5.3,0.3,9.1
COc1ccc(Nc2nc(CC(C)=O)ns2)cc1,-5.6,1.6,.,-1.8,-0.7,-0.5,4.1,-3.9,-1.7
CCOC(=O)c1ccc(NC(=O)Nc2cc(C)cc(C)n2)cc1,-12.2,0.3,0.4,-1.9,0.4,0.7,7.9,-0.4,1.0
O=C(NCc1ccco1)C1CCCN1C(=O)Nc1ccccc1Cl (centres undefined),-9.3,-2.6,-5.4,-2.1,0.8,-1.1,1.5,-4.6,9.1
CCC(C)NC(=O)CCS(=O)(=O)c1ccc(Br)s1 (centres undefined),2.1,1.2,-14.1,1.3,1.0,-0.1,2.4,0.4,-0.1
Cc1ccc(C(=O)Nc2ccc(Oc3ccc(C(=O)O)c(C(=O)O)c3)cc2)cc1C,-19.0,1.1,-19.1,-0.3,1.8,-0.6,6.3,-6.1,-13.8
O=C(Nc1ccc(F)c(Cl)c1)Nc1cnccn1,-4.8,-0.2,-7.9,-0.1,1.4,0.2,4.2,-1.6,-9.4
CC(C)c1nc(N2CCOCC2)c(C#N)c2c1COC(C)(C)C2,-19.1,-4.8,-4.1,3.1,-0.5,0.3,5.4,8.9,-4.6
O=c1c2ccccc2oc2nc(-c3ccco3)n(-c3ccccc3)c(=O)c12,-11.2,-2.2,-6.7,1.6,0.1,1.1,8.3,5.5[fluorescence artefact?],5.5
Cc1cc(=O)oc2cc3c(cc12)OCCN3,-9.5,1.3,-5.9,0.6,1.1,11.5*,-0.5,-4.6,0.6
COc1cc(/C=C2\CCc3ccccc3C2=O)cc(OC)c1OC,-10.4,-0.6,21.1,-2.2,-0.9,1.0,5.0,-0.4,9.1
CC(C)CCn1c(S(=O)(=O)O)nc2ccccc21,-8.7,0.7,-11.1,-3.0,1.0,0.8,-1.1,-1.4,2.2
Cc1nn(-c2ccc(F)cc2)c(C)c1CN1CCN(CCC(C)C)C(CCO)C1 (centres undefined),13.7,0.8,-8.3,-1.1,2.0,0.8,5.5,-3.8,-20.8
Cc1cc(Nc2ccc(Br)c(C)c2)n2nc(C)nc2n1,-18.9,2.6,-1.1,-1.5,-0.3,1.0,9.7,0.6[fluorescence artefact?],1.7
Cc1cc(N2CCCC2=O)cc(C)c1S(=O)(=O)Nc1c(C)nn(C)c1C,-9.5,1.2,-17.8,3.2,-0.1,-0.6,5.3,-2.4,-5.6
O=C(Nc1ccccc1)Nc1nccs1,-9.2,-5.4,-8.6,-1.8,0.8,1.1,0.5,1.8,-2.7
COc1ccc(CCn2c(-c3ccc(Cl)cc3)n[nH]c2=S)cc1OC,10.0,3.2,5.9,1.9,1.3,0.0,4.8,1.4,9.3
Cn1c(=O)c2c(SCc3cccc(C(F)(F)F)c3)nc(-c3ccco3)nc2n(C)c1=O,5.9,-3.3,-13.9,3.0,1.1,-2.0,0.4,3.6,-4.1
CCc1c(C)nc2ncnn2c1N1CCC(C(=O)Nc2cccc(C(C)=O)c2)CC1,0.0,3.0,-29.0,-1.2,-1.6,-2.0,2.0,1.4,10.9
O=c1[nH]c(CSc2nc3ccccc3[nH]2)nc2c1cnn2-c1ccccc1,-5.4,-1.9,-8.4,1.8,-0.2,-0.9,3.9,0.1,13.6

# The list goes on (2 carried over from the part before).
SMILES,S1P4 antag,Ba/F3 V617F tox,MDM2 E3 inh,Wee1 stabilizer,PERK inhibitor,S1P4 agonist,BaF3 parental,eIF4E-4G inh,NPY-Y2 PAM-ag
CCc1c(C)nc2ncnn2c1N1CCC(C(=O)Nc2cccc(C(C)=O)c2)CC1,0.0,3.0,-29.0,-1.2,-1.6,-2.0,2.0,1.4,10.9
O=c1[nH]c(CSc2nc3ccccc3[nH]2)nc2c1cnn2-c1ccccc1,-5.4,-1.9,-8.4,1.8,-0.2,-0.9,3.9,0.1,13.6
C=CCn1c(SCC(=O)N(C)C2CCS(=O)(=O)C2)nnc1-c1ccncc1 (centres undefined),-23.1,-0.4,-9.7,0.3,1.2,0.8,3.1,4.1,3.7
Cc1ccccc1NC(=S)NNC(=O)c1cccnc1,0.3,-1.4,13.0,-0.5,0.4,1.6,2.4,2.6,-2.2
CCc1nc2c(c(=O)[nH]1)C1(CCCC1)Cc1ccccc1-2,-21.1,-0.8,-0.8,0.3,-0.4,-0.2,3.5,2.8,-13.8
O=C1CCC(=O)N1OCCCOc1ccc(Br)cc1Cl,4.6,-0.3,5.6,-1.0,-0.8,2.6,3.6,1.2,-5.8
O=C(CSc1nnc(NC(=O)Cc2ccc(F)cc2)s1)NCc1ccco1,4.0,3.4,0.4,10.0*,-0.3,0.3,5.5,0.9,-8.4
Cc1cccc(C(=O)NCCN2CCOCC2)c1[N+](=O)[O-],-4.2,-2.3,2.6,1.6,1.2,0.6,5.2,17.1,-3.8
C=CCSc1nsc(N)n1,2.4,-4.5,-8.9,-2.7,0.3,0.3,-1.5,-13.1[fluorescence artefact?],-2.4
CCOc1ccc(-c2nc(-c3ccccc3C)no2)cc1,-6.1,-2.7,.,2.9,1.9,3.1,4.0,.,13.3
O=C(Cn1c(=O)n(CC(=O)NCc2ccccc2)c2ccccc21)NCc1ccccc1,-4.2,-5.3,-2.7,-3.5,0.1,2.0,-2.1,-1.8,-4.5
CC(C)N=C1SC(CC(=O)Nc2ccccc2)C(=O)N1C(C)C (centres undefined),-4.4,-1.5,1.9,-0.7,0.4,0.4,1.5,0.0,4.5
O=C(O)CCCCCNS(=O)(=O)c1ccc2c(c1)OCCO2,-5.9,2.7,1.1,0.8,1.1,0.7,7.3,-2.9,-12.4
Cc1cccc(N2CCN(C(=O)COc3cc(=O)n(C)c4ccccc34)CC2)c1C,-10.6,5.7,-14.9,1.5,-0.2,-0.3,8.9,13.7,-58.9
COc1ccccc1NC(=O)CNS(=O)(=O)c1ccccc1,3.7,1.3,-14.6,-1.9,-1.1,-0.5,2.1,5.2,7.1
COc1ccc(Nc2nc(C)nc3sc4c(c23)CCC4)cc1O,-5.3,-3.9,-3.9,1.9,0.6,-0.1,-1.2,-2.4,22.7
CCOC(=O)CNC(=O)c1ccc(Cl)s1,6.8,-0.9,-1.8,-0.1,0.6,0.9,-0.6,-5.3,2.1
CC(=O)c1c(N2CCOCC2)nc(=S)n(-c2cc(C)ccc2C)c1C,-22.9,6.9,-3.6,2.0,0.4,-3.2,9.9,-11.7,-10.5
Cc1cccc(NC(=O)c2c([N+](=O)[O-])c(C(C)(C)C)nn2C)c1,-10.5,-2.6,-4.8,0.1,-0.8,-0.6,-0.9,2.4[fluorescence artefact?],4.2
O=C(Nc1c2c(nc3ccccc13)CCCC2)c1cccc([N+](=O)[O-])c1,-2.0,-0.9,2.2,3.5,-0.5,1.4,2.3,3.9,-15.3
CCCNC(=O)Nc1ccc2c(c1)nc(C)n2C,-11.2,-1.5,-6.4,3.4,0.8,-0.9,-0.1,3.6,-4.3
c1ccc(-c2[nH]ncc2-c2nc3ccccc3[nH]2)cc1,2.3,5.0,-4.4,-3.3,1.8,-0.4,4.1,.,3.6
COc1ccc(N(Cc2ccccc2)C(=O)c2ccccc2[N+](=O)[O-])cc1,3.5,-1.5,10.1,-0.8,-0.5,0.9,0.7,7.4,-1.9
O=c1c(-c2ccco2)[n+]([O-])c2ccccc2n1OCc1ccccc1[N+](=O)[O-],-2.0,1.4,-6.3,-2.2,-0.2,-1.2,1.3,-2.2,-13.6
Cc1cc(C)nc(/N=C(\N)Nc2ccccc2-c2ccccc2)n1,-1.4,16.1,-14.8,-4.0,-1.2,4.8,3.9,6.6,3.8
COc1ccccc1CNC(=O)[C@@H]1CCCN1S(=O)(=O)c1ccc(C)cc1,-0.2,1.3,1.8,-1.4,0.8,2.7,3.5,1.1,6.7
CCc1ccccc1N1CCN(S(=O)(=O)c2ccc(F)c(C)c2)CC1,-0.7,-1.4,-16.2,0.3,1.0,0.3,-2.1,1.0,3.2

# Filtered by structure: the entries above containing an NH in an aromatic ring.
SMILES,S1P4 antag,Ba/F3 V617F tox,MDM2 E3 inh,Wee1 stabilizer,PERK inhibitor,S1P4 agonist,BaF3 parental,eIF4E-4G inh,NPY-Y2 PAM-ag
COc1ccc(CCn2c(-c3ccc(Cl)cc3)n[nH]c2=S)cc1OC,10.0,3.2,5.9,1.9,1.3,0.0,4.8,1.4,9.3
O=c1[nH]c(CSc2nc3ccccc3[nH]2)nc2c1cnn2-c1ccccc1,-5.4,-1.9,-8.4,1.8,-0.2,-0.9,3.9,0.1,13.6
CCc1nc2c(c(=O)[nH]1)C1(CCCC1)Cc1ccccc1-2,-21.1,-0.8,-0.8,0.3,-0.4,-0.2,3.5,2.8,-13.8
c1ccc(-c2[nH]ncc2-c2nc3ccccc3[nH]2)cc1,2.3,5.0,-4.4,-3.3,1.8,-0.4,4.1,.,3.6

# Additional results.
SMILES,S1P4 antag,Ba/F3 V617F tox,MDM2 E3 inh,Wee1 stabilizer,PERK inhibitor,S1P4 agonist,BaF3 parental,eIF4E-4G inh,NPY-Y2 PAM-ag
CCOC(=O)c1c(NC(=O)CSc2nnc(C)s2)sc2c1CCN(C)C2,-34.0,0.2,-4.3,-1.6,-0.1,2.8,5.6,-1.3[fluorescence artefact?],-0.6
Cn1nccc1NC(=O)c1nccnc1C(=O)O,-11.3,-0.7,-6.3,-3.5,1.0,-0.8,5.9,-7.0,-25.7
COc1ccc(C(=O)N2CCN(S(=O)(=O)c3ccc(C)cc3C)CC2)cc1OC,3.6,0.8,-11.9,3.3,-1.4,-1.1,3.9,-3.9,-20.3
CCN(CC)C(=O)c1sc(N)c(C(=O)OC(C)C)c1C,-10.0,-2.6,-5.4,-1.5,-0.2,-0.4,-0.7,0.7,8.4
Cc1coc(C)c1C(=O)CC1(O)C(=O)N(CCc2ccccc2)c2ccccc21 (centres undefined),-13.3,0.2,-17.4,1.9,-0.8,-0.1,-1.3,3.2,-7.1
Cc1ccc(NC(=S)NC(C)(C)C)c([N+](=O)[O-])c1,10.9,0.4,-6.2,5.1,0.5,-0.3,-0.2,3.0,1.7
CC(C)N(Cc1nc(-c2ccc(Cl)cc2)no1)C(=O)CCCN1C(=O)c2ccccc2C1=O,4.9,-2.5,-11.6,0.9,-0.6,-1.7,-0.8,2.0,7.6
CCOC(=O)c1sc(=S)n(-c2ccccc2)c1NC(C)=O,3.9,-2.5,-8.4,1.0,0.1,-0.8,0.7,-3.9,0.9
CC1(C)CC(=O)C2=C(C1)NC(Nc1nc3ccccc3o1)=NC21CCCC1,-30.3,-0.5,-1.3,-1.2,0.6,0.8,2.1,-4.9,4.4
